NRP1-CendR mod: NRP-1/CendR interaction modulation; O14786; 360,000 tested, 0.85% active; FAM-RPARPAR peptide binding to NRP-1, fluorescence polarization; inhibition, % at 25 µM;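 active = inhibition or corrected inhibition above about 18%, plus a signal ratio from 0.5 to 1.5, limit read from the data, passing the limit was not always enough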; note: strong numbers were not always called active
MT1-MMP act inh: blocks activation of human MT1-MMP. P50281. HT1080 RFP-PRO-GFP cells, GFP/RFP ratio fluorescence, overnight; percent of plate control window, DMSO zero. GFP/RFP ratio change, % at 20 µM. 360,000 tested, 0.061% active;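 active = GFP/RFP ratio change of at least 30% with cell ATP level not reduced by more than half and red fluorescence within 50% of control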; note: strong numbers were not always called active
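Material – HT1080 RFP-PRO-GFP cells · Control set – DMSO wells and RFP-L50D-GFP cells · Incubation – overnight cell settling, then overnight compound exposure, 37 °C, 5% CO2 · Compound dosing – single-point 20 µM compound, 1% DMSO · Read-out – GFP/RFP fluorescence ratio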
SKN-1 block: blocks SKN-1 activity in C. elegans; C. elegans VP596 Pgst-4::GFP/RFP ratio, acrylamide-induced, 24 h; inhibition, % at 21.8 µM; 360,000 tested, 0.49% active; AID 624304;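 active = interference check ratio from 0.5 to 1.5 plus GFP to RFP signal ratio inhibition reaching or exceeding a fixed threshold, cut at about 30% in these data, passing the limit was not always enough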; note: some compounds called inactive have numbers as strong as hits
TbMetRS inhib: blocks T. brucei methionyl-tRNA synthetase activity; purified T. brucei MetRS, ATP depletion, Kinase-Glo luminescence; inhibition, % at 11.9 µM; 360,000 tested, 0.4% active; AID 624268;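 active = inhibition above a per-plate cutoff of the control wells' mean inhibition plus 3 SD, cut at about 5.5% in these data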;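 note: 0% = DMSO wells median and 100% = median of wells with control inhibitor compound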
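Dosing: 11.9 µM single point; system: parasite MetRS enzyme; technique: luminescence of leftover ATP; times: 15 min enzyme-compound preincubation, 2 h reaction, 10 min detection, 25 °C; replicates: each compound tested once; read-out basis: percent inhibition relative to median high and low control wells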
MLLE-PAM2 inh: blocks PAM2 peptide binding to the PABP1 MLLE domain | P11940 | GST-MLLE / FITC-PAM2 fluorescence polarization | inhibition, % at 20 µM | 360,000 tested, 0.36% active; in the data active = inhibition above about 35%, passing the limit was not always enough;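 note: plate controls were DMSO wells with GST-MLLE for no effect and wells lacking GST-MLLE protein for full effect; some results filed as inactive read as strong as hits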
FAS TE block: FAS thioesterase (human) inhibition; P49327; recombinant FAS-TE, OMFH fluorogenic substrate, fluorescence endpoint; inhibition, % at 15 µM; 360,000 tested, 0.67% active;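 active = compounds whose normalised, plate-corrected inhibition of enzyme fluorescence in the single-dose primary screen is 50% or more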;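 note: 0% = DMSO with enzyme and 100% = substrate without enzyme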
MsrA inhibitor: inhibits bovine methionine sulfoxide reductase A; inhibition, % at 15.5 µM; 360,000 tested, 0.75% active; purified bovine MsrA, absorbance read-out; in the data active = inhibition above about 4.5%;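 note: 0% = vehicle wells with enzyme and 100% = reference inhibitor wells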
eLon inh: inhibitors of E. coli Lon protease; 360,000 tested, 0.42% active; P0A9M0; inhibition, % at 7.94 µM; purified E. coli Lon protease, fluorescence polarization; in the data active = inhibition above about 13%, passing the limit was not always enough;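 note: 0% = enzyme with probe and DMSO and 100% = no enzyme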
Target sequence (P0A9M0 whole entry, looked up): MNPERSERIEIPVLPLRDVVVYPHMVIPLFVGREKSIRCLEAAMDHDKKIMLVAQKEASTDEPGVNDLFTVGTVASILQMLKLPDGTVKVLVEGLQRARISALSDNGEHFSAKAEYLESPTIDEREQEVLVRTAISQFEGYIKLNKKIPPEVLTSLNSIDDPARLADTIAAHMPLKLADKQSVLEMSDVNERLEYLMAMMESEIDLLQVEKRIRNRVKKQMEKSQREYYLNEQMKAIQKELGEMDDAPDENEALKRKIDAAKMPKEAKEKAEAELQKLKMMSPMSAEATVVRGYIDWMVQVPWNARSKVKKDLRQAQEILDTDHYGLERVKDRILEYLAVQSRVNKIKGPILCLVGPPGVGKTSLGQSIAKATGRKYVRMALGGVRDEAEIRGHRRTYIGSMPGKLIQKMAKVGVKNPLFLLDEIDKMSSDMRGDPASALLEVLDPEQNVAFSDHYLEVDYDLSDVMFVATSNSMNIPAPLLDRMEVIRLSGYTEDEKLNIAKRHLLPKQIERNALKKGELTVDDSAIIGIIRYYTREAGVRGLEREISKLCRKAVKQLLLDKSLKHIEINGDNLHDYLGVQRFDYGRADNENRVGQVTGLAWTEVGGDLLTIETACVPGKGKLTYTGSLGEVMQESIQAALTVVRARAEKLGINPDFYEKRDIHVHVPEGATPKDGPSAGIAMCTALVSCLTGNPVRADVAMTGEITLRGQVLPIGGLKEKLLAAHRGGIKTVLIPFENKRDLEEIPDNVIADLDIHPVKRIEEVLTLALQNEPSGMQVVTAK
bovine MsrA act: activates bovine MsrA enzyme; purified bovine MsrA, absorbance read-out; activation, % at 10.6 µM; 360,000 tested, 0.3% active; AID 602163; in the data active = activation above about 7.5%;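 note: 0% = vehicle and 100% = reference activator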
The depositor's hits bear a star.

For COc1cc(OC)c(C2=NOC(C(=O)NCCc3ccccc3)C2)cc1Cl (stereo not drawn) the results were NRP1-CendR mod 1.7, MT1-MMP act inh 6.6, SKN-1 block 2.5, TbMetRS inhib -1.1, MLLE-PAM2 inh 9.2, FAS TE block 27.2, MsrA inhibitor -0.1, eLon inh -9.2 and bovine MsrA act -1.4.
`O=C(OCc1ccccc1Cl)c1cc([N+](=O)[O-])ccc1N1CCOCC1` gave NRP1-CendR mod 2.8, MT1-MMP act inh -1.8, SKN-1 block 3.8, TbMetRS inhib 0.0, MLLE-PAM2 inh -13.5, FAS TE block 36.0, MsrA inhibitor 1.9, eLon inh -8.2 and bovine MsrA act -1.7.
CC(C)COC(=O)c1nnsc1NC(=O)Nc1ccccc1 was read as NRP1-CendR mod -10.6, MT1-MMP act inh 0.0, SKN-1 block 5.6, TbMetRS inhib 1.3, MLLE-PAM2 inh 5.7, FAS TE block -4.8, MsrA inhibitor 0.0, eLon inh -6.3 and bovine MsrA act -1.2.
Screening CN(CC(=O)NCc1ccc2c(c1)OCO2)S(=O)(=O)c1ccc(Br)s1 returned NRP1-CendR mod -11.7, MT1-MMP act inh -0.6, SKN-1 block 17.4, TbMetRS inhib -0.9, MLLE-PAM2 inh 11.9, FAS TE block 4.5, MsrA inhibitor -0.5, eLon inh 9.2 and bovine MsrA act -1.9.
O=C(c1cc2n(n1)C(C(F)(F)F)CC(c1ccco1)N2)N1CCN(c2ccccn2)CC1 (stereo not drawn) was read as NRP1-CendR mod 2.8, MT1-MMP act inh 4.3, SKN-1 block -6.6, TbMetRS inhib -0.3, MLLE-PAM2 inh -4.9, FAS TE block -3.6, MsrA inhibitor -0.3, eLon inh 3.1 and bovine MsrA act 1.0.
Screening FC(F)(F)c1cc(C(F)(F)F)c2ccc(N3CCN(c4ccc(Cl)cc4)CC3)nc2n1 returned NRP1-CendR mod -27.1, MT1-MMP act inh 5.1, SKN-1 block 12.8, TbMetRS inhib 0.0, MLLE-PAM2 inh 16.2, FAS TE block 28.8, MsrA inhibitor 0.9, eLon inh 2.3 and bovine MsrA act -3.3.
`CCCc1nnc(SCC(=O)Nc2cccc(C(F)(F)F)c2)o1` gave NRP1-CendR mod 1.4, MT1-MMP act inh 0.8, SKN-1 block -6.5, TbMetRS inhib 0.0, MLLE-PAM2 inh 2.8, FAS TE block 1.7, MsrA inhibitor -0.3, eLon inh -6.9 and bovine MsrA act -2.4.
Cc1noc(C(=O)N2CCN(c3ccc(F)cc3)CC2)c1Cl was read as NRP1-CendR mod -7.6, MT1-MMP act inh -4.9, SKN-1 block 1.4, TbMetRS inhib -0.5, MLLE-PAM2 inh 13.0, FAS TE block -2.0, MsrA inhibitor -0.6, eLon inh -8.7 and bovine MsrA act -1.3.
Screening O=C1c2ccccc2C(=O)c2c1cccc2N1CCN(Cc2ccccc2)CC1 returned NRP1-CendR mod 9.3, MT1-MMP act inh 6.3, SKN-1 block 10.2, TbMetRS inhib -0.1, MLLE-PAM2 inh -1.7, FAS TE block 31.4, eLon inh 5.6 and bovine MsrA act -0.4.
Screening COc1ccc(C)cc1NC(=O)Cn1cnc2sc(C)c(S(=O)(=O)N3CCOCC3)c2c1=O returned NRP1-CendR mod 8.8, MT1-MMP act inh 2.4, SKN-1 block -18.0, TbMetRS inhib -0.5, MLLE-PAM2 inh -4.5, FAS TE block -4.3, MsrA inhibitor -0.4, eLon inh -14.3 and bovine MsrA act -2.5.
Cc1ccc2c(c1)c(-c1ccccc1)nc1nnnn12 was read as NRP1-CendR mod 5.3, MT1-MMP act inh 0.0, SKN-1 block -4.1, TbMetRS inhib -0.2, MLLE-PAM2 inh 11.0, FAS TE block 2.6, MsrA inhibitor 0.2, eLon inh 1.8 and bovine MsrA act -3.9.
Screening O=S(=O)(c1ccc(Cl)cc1)c1cc(O)ccc1O returned NRP1-CendR mod 3.9, MT1-MMP act inh 6.1, SKN-1 block -5.6, TbMetRS inhib 0.6, MLLE-PAM2 inh -0.9, FAS TE block -7.1, MsrA inhibitor 1.1, eLon inh -2.0 and bovine MsrA act -10.8.
`COc1cc(/C=C2\C(C)=C(C#N)c3nc(N)c(C#N)c(C)c32)ccc1OCC(=O)O` gave NRP1-CendR mod -43.3, MT1-MMP act inh 19.3, SKN-1 block 4.1, TbMetRS inhib 0.8, MLLE-PAM2 inh 3.2, FAS TE block 12.2, MsrA inhibitor 1.4, eLon inh -11.6 and bovine MsrA act -3.5.
Screening COc1ccc(CC(=O)OCc2nnc(C3COc4ccccc4O3)o2)cc1OC (stereo not drawn) returned NRP1-CendR mod 10.5, MT1-MMP act inh -5.9, SKN-1 block 6.8, TbMetRS inhib 0.4, MLLE-PAM2 inh 2.4, FAS TE block -6.3, MsrA inhibitor -0.2, eLon inh 4.2 and bovine MsrA act -1.6.
`CC1CCCCC1NC(=O)C1CCN(S(=O)(=O)c2cccc3nsnc23)CC1` (stereo not drawn) gave NRP1-CendR mod 4.9, MT1-MMP act inh -0.2, SKN-1 block 2.6, TbMetRS inhib -0.5, MLLE-PAM2 inh -1.1, FAS TE block -13.1, MsrA inhibitor -0.4, eLon inh -9.7 and bovine MsrA act -3.3.
Screening CC(C)C(=O)NCCc1nc(-c2ccccc2)no1 returned NRP1-CendR mod 4.3, MT1-MMP act inh -1.4, SKN-1 block 6.4, TbMetRS inhib -0.2, MLLE-PAM2 inh 0.4, FAS TE block -7.0, MsrA inhibitor 1.0, eLon inh -16.4 and bovine MsrA act -2.4.
`CC(=O)C1=C(O)C=C(c2ccco2)CC1c1ccco1` (stereo not drawn) gave NRP1-CendR mod -15.9, MT1-MMP act inh 5.4, SKN-1 block -13.8, TbMetRS inhib 0.6, MLLE-PAM2 inh -3.1, FAS TE block -2.8, MsrA inhibitor 4.8*, eLon inh -7.6 and bovine MsrA act -13.5.
`COCCn1c(SCC(=O)N2CCOCC2)nc2c(c1=O)SCC2` gave NRP1-CendR mod -5.9, MT1-MMP act inh 1.3, SKN-1 block 3.4, TbMetRS inhib -0.4, MLLE-PAM2 inh 1.4, FAS TE block -3.3, MsrA inhibitor 1.2, eLon inh -3.0 and bovine MsrA act -4.7.
For Cc1ccc(C(=O)NCC(=O)N2CCN(c3ccccc3)CC2)cc1 the results were NRP1-CendR mod -5.1, MT1-MMP act inh 1.0, SKN-1 block -16.2, TbMetRS inhib -0.6, MLLE-PAM2 inh 12.6, FAS TE block -0.2, MsrA inhibitor 1.4, eLon inh -2.6 and bovine MsrA act -3.1.
For O=C(NC(=S)Nc1ccc(Cc2ccncc2)cc1)c1ccccc1 the results were NRP1-CendR mod -6.0, MT1-MMP act inh -1.1, SKN-1 block 12.7, TbMetRS inhib -0.8, MLLE-PAM2 inh 29.7, FAS TE block 2.2, MsrA inhibitor 0.0, eLon inh 6.0 and bovine MsrA act -8.3.
For Cc1nnc(SCC(=O)c2c(N)n(Cc3ccccc3)c(=O)n(C)c2=O)n1C the results were NRP1-CendR mod -6.9, MT1-MMP act inh 2.3, SKN-1 block -2.7, TbMetRS inhib 0.2, MLLE-PAM2 inh -2.2, FAS TE block -1.5, MsrA inhibitor -1.2, eLon inh -1.0 and bovine MsrA act -2.4.
Screening C=CCc1ccccc1OCC(CN1CCCCC1)OC(C)=O (stereo not drawn) returned NRP1-CendR mod -4.7, MT1-MMP act inh -1.3, SKN-1 block 9.0, TbMetRS inhib 0.1, MLLE-PAM2 inh -6.7, FAS TE block -7.0, MsrA inhibitor 2.1, eLon inh -5.9 and bovine MsrA act 2.2.
O=S(=O)(c1ccc(F)cc1)N1CCN(C(=S)NCc2ccco2)CC1 was read as NRP1-CendR mod -9.8, MT1-MMP act inh 0.3, SKN-1 block -1.5, TbMetRS inhib -1.3, MLLE-PAM2 inh -128.3, FAS TE block -5.2, MsrA inhibitor 0.8, eLon inh -2.6 and bovine MsrA act -10.9.
For O=C(COC(=O)CNC(=O)c1ccc(Cl)cc1Cl)NCc1ccco1 the results were NRP1-CendR mod -1.6, MT1-MMP act inh -3.1, SKN-1 block 7.8, TbMetRS inhib -0.2, MLLE-PAM2 inh -15.1, FAS TE block -5.7, MsrA inhibitor 1.0, eLon inh -10.2 and bovine MsrA act -0.8.
COc1ccc(COC[C@H](CC(C)C)N2CCN(C(=O)c3cccc(C(F)(F)F)c3)CCC2=O)cc1 was read as NRP1-CendR mod -9.9, MT1-MMP act inh -2.4, SKN-1 block 10.5, TbMetRS inhib -2.3, FAS TE block 7.5, MsrA inhibitor 1.5, eLon inh -0.9 and bovine MsrA act -8.7.
For Cc1c(NC(=O)CN2C(=O)NC(CCc3ccccc3)C2=O)c(=O)n(-c2ccccc2)n1C (stereo not drawn) the results were NRP1-CendR mod 8.1, MT1-MMP act inh -1.1, SKN-1 block 6.2, TbMetRS inhib 1.8, MLLE-PAM2 inh -3.7, FAS TE block -4.5, MsrA inhibitor -0.2, eLon inh 4.8 and bovine MsrA act -1.6.
For Cc1nn(C)c(C)c1NS(=O)(=O)c1ccccc1Cl the results were NRP1-CendR mod -18.7, MT1-MMP act inh 10.1, SKN-1 block 0.1, TbMetRS inhib -0.5, MLLE-PAM2 inh 0.0, FAS TE block -3.7, MsrA inhibitor 0.4, eLon inh 15.3 and bovine MsrA act -7.8.
CCCCNC(=O)N1CCC(CCC(=O)N(C)Cc2ccccc2)CC1 was read as NRP1-CendR mod -0.6, MT1-MMP act inh 1.1, SKN-1 block -4.0, TbMetRS inhib -0.3, MLLE-PAM2 inh 12.6, FAS TE block -4.4, MsrA inhibitor 0.1, eLon inh 2.5 and bovine MsrA act -0.4.
Cc1ccccc1C(=O)Nc1ccnn1C1CCN(Cc2ccncc2)CC1 was read as NRP1-CendR mod -4.5, MT1-MMP act inh -3.5, SKN-1 block 3.6, TbMetRS inhib -0.2, MLLE-PAM2 inh 1.7, FAS TE block -4.8, MsrA inhibitor 0.1, eLon inh -5.7 and bovine MsrA act -6.2.
`O=C(NCCc1ccccc1)C(=O)Nc1ccc([N+](=O)[O-])cc1` gave NRP1-CendR mod -1.9, MT1-MMP act inh -1.4, SKN-1 block -2.1, TbMetRS inhib 0.2, MLLE-PAM2 inh -3.2, FAS TE block -7.3, MsrA inhibitor -0.3, eLon inh 4.5 and bovine MsrA act 0.4.
`Cc1ccc(Cl)cc1NC(=O)CCS(=O)(=O)c1cccc2nonc12` gave NRP1-CendR mod 10.8, MT1-MMP act inh 1.7, SKN-1 block 4.4, TbMetRS inhib 0.0, MLLE-PAM2 inh 1.5, FAS TE block -1.5, MsrA inhibitor 0.1, eLon inh 0.8 and bovine MsrA act 5.2.
`CCc1ccccc1NC(=S)N1CCC(NC(=O)c2ccc(OC)cc2)CC1` gave NRP1-CendR mod 8.5, MT1-MMP act inh 5.0, SKN-1 block 8.4, TbMetRS inhib 0.3, MLLE-PAM2 inh -14.7, FAS TE block -3.8, MsrA inhibitor 1.1, eLon inh 2.6 and bovine MsrA act -1.7.

Fetched one by one from above:
COc1ccc(COC[C@H](CC(C)C)N2CCN(C(=O)c3cccc(C(F)(F)F)c3)CCC2=O)cc1 was read as NRP1-CendR mod -9.9, MT1-MMP act inh -2.4, SKN-1 block 10.5, TbMetRS inhib -2.3, FAS TE block 7.5, MsrA inhibitor 1.5, eLon inh -0.9 and bovine MsrA act -8.7.
`O=C(NCCc1ccccc1)C(=O)Nc1ccc([N+](=O)[O-])cc1` gave NRP1-CendR mod -1.9, MT1-MMP act inh -1.4, SKN-1 block -2.1, TbMetRS inhib 0.2, MLLE-PAM2 inh -3.2, FAS TE block -7.3, MsrA inhibitor -0.3, eLon inh 4.5 and bovine MsrA act 0.4.

Screening data: PubChem, several laboratories
